# Tb PFK inh: qHTS Assay to Find Inhibitors of T. brucei phosphofructokinase | T. brucei PFK, ADP-Glo luminescence | Potency, µM (titrated, usually from 57.5 µM), for the others: at the highest dose activity, negative = inhibition, usual class: inhibitors | actives 0.17% (n = 330,000) | AID 485367, 2010;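 further: potency means the concentration at half of the fitted maximal effect; 0% = uninhibited 1x PFK enzyme wells and -100% = no-enzyme wells; nearly all actives have a fitted effect of over 60% in size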
# Target sequence (O15648 whole entry, looked up): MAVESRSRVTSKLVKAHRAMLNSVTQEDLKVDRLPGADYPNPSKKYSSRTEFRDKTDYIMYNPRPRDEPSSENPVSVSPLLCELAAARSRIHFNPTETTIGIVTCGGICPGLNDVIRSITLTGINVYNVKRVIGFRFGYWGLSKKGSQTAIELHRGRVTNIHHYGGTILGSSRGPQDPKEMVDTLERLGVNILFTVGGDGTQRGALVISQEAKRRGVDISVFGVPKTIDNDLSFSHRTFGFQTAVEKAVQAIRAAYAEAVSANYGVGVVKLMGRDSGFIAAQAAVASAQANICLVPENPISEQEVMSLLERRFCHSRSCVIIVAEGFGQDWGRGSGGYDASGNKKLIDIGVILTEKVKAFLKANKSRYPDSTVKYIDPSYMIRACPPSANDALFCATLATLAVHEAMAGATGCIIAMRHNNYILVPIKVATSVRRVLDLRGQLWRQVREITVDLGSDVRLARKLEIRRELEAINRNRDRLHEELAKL
#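 ADP-Glo luminescence quantified ADP after 45 min at room temperature, with 1.25 nM T. brucei PFK, 0.1 mM ATP and 0.5 mM fructose-6-phosphate in pH 8.0 TEA buffer. qHTS titrations up to 57 µM; curves classified by quality.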
# Coupling enz: qHTS Assay for Inhibitors of Fructose-1,6-bisphosphate Aldolase from Giardia Lamblia: Coupling assay counterscreen; coupling enzyme system counterscreen, AmpLite Red fluorescence; activity change, negative = inhibition, % at 58.2 µM, hits read low; actives 0.67% (n = 290,000); in the data active means activity change below about -30%; further: on the % scale 0 is the no-effect control and ±100 the full control effect
#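 Compounds tested against the coupling enzymes alone at 57.5 uM final; readout was AmpLite Red fluorescence (525/598 nm) after 20 min at RT.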
# GALK inhibitor: qHTS Assay for Inhibitors of Human Galactokinase (GALK); Potency, µM (doses to about 57.5 µM), inactives show at the top dose activity change, negative = inhibition, usual class: inhibitors; Purified GALK, Kinase-Glo residual ATP luminescence; P51570; actives 0.007% (n = 270,000); further: potency means the concentration at half of the fitted maximal effect; on the % scale 0 is the no-effect control and ±100 the full control effect
#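 GALK at 5 nM final was combined with compound, 35 uM ATP and 100 uM galactose in HEPES pH8.0 with MgCl2 and DTT. The reaction ran one hour at room temperature before luminescent ATP detection.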
# Giardia killer: Small Molecules that selectively kill Giardia lamblia: qHTS. actives 0.15% (n = 340,000). Giardia lamblia trophozoite viability. activity change, % at 7.66 µM, hits read low; in the data active means activity change below about -80%; inconclusive means between about -30% and that limit;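 further: parasites exposed to compound for two days anaerobically before the ATP read; on the % scale 0 is the no-effect control and ±100 the full control effect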
#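 Anaerobic 48 hrs incubation at 37 deg C of 100 trophozoites/well with test compounds; ATPLite 1-Step luminescence, 15-30 min RT, reports cellular ATP as viability.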
# BCR signal inh: qHTS Assay to Find Inhibitors of Chronic Active B-Cell Receptor Signaling; ABC-DLBCL IkBa-CBG/CBR reporter, luminescence ratio, 4 h; actives 0.05% (n = 340,000); AID 493014, 2011; Potency, µM (top dose mostly 46.1 µM), for the others: top-dose ratio change, negative = lower green/red ratio, most hits filed as inhibitors; active means well fitted inhibition curve with a large enough effect in the signal ratio, with a control signal flat, not every such curve was filed as active; inconclusive means small, poorly fitted or top-dose-only effect, or effect the other way, or a change in a side signal; the % refers to the signal ratio;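 further: potency means the concentration at half of the fitted maximal effect; plate controls were basal doxycycline-induced cells for no effect and cells given 10 µM MG132 for full effect; MG132 reads +100%, hits lower the ratio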
#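 Doxycycline induced both beetle luciferases in TMD8 lymphoma cells; IKK-driven degradation limits the IkappaBalpha-fused green signal, while red luminescence normalises for cell number and nonspecific effects. Compounds tested up to 46 uM, 4 hrs.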
# B2AR arrestin: qHTS assay of beta-arrestin-biased ligands of beta2-adrenergic receptor; Beta-2 adrenergic receptor (Homo sapiens), P07550; Potency, µM (titrated, usually from 46.1 µM), inactives show at the top dose activation, usual class: activators; actives 0.02% (n = 330,000); beta-arrestin recruitment to beta2AR, cell-based reporter;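 further: potency means the concentration at half of the fitted maximal effect; 0% = DMSO controls and full agonism = EC100 isoproterenol or metaproterenol; nearly all actives have a fitted effect of over 65% in size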
# Target sequence (P07550 whole entry, looked up): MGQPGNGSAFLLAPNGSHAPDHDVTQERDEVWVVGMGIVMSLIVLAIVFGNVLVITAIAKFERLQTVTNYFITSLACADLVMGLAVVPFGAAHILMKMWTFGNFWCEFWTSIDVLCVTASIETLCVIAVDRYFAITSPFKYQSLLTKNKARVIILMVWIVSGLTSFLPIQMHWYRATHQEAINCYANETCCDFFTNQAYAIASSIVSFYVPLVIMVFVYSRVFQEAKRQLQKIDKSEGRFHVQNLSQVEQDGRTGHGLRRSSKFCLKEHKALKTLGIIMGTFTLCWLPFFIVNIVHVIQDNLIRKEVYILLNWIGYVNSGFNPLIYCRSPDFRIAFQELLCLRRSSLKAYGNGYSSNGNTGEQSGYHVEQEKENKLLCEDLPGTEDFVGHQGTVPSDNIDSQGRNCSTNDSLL
# a7 integrin act: qHTS for Activators of Integrin-Mediated Alleviation for Muscular Dystrophy; alpha7betagal myoblasts, beta-gal FDG fluorescence, 48 h; Potency, µM (doses to about 38.3 µM), inactives show at the highest dose activation, hits mostly activators; AID 624291, 2012; actives 0.064% (n = 350,000);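 further: potency means the concentration at half of the fitted maximal effect; 100% = response of the positive control SU9516; nearly all actives have a fitted effect of over 60% in size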
#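 alpha7betagal+/- myoblasts (passage 13, 250/well) treated 48 h at 37C with compounds at 1:260 dilution of DMSO stock. Lysed, then beta-galactosidase activity read as FDG fluorescence (ex 480/em 540) after 30 min, with pre-read for autofluorescence.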
# PKM2 activator: qHTS Assay for Activators of Human Muscle isoform 2 Pyruvate Kinase; purified PKM2, Kinase-Glo ATP luminescence, activation; response scale: 0% is enzyme alone, no compound; actives 0.34% (n = 260,000); AID 1631, 2009; Pyruvate kinase PKM (Homo sapiens), P14618; Potency, µM (titrated, usually from 57.5 µM), inactives show at the top dose activation, most hits filed as activators; further: potency means the concentration at half of the fitted maximal effect; on the % scale 0 is the no-effect control and ±100 the full control effect; nearly all actives have a fitted effect of over 55% in size
#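 ATP formation by purified human PK-M2, quantified via coupled luciferase luminescence after 1 h at room temperature with 0.1 mM ADP and 0.5 mM PEP final.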
# ASM inhibitor: Inhibitors of Secretory Acid Sphingomyelinase (S-ASM): qHTS. Sphingomyelin phosphodiesterase (Homo sapiens), P17405. actives 0.006% (n = 340,000). Potency, µM (top dose mostly 57.5 µM), without a hit: top-dose activity change, negative = inhibition, hits mostly inhibitors. placental ASM, HMU-PC fluorogenic substrate, 60 min; further: potency means the concentration at half of the fitted maximal effect
#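 Fluorogenic HMU-PC substrate (9 uM final) is turned over by placental ASM in 60 min at 37 C after a 10 min compound preincubation. Reaction ended by alkaline stop (pH 10), with fluorescence read at 386/447 nm.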
# PTAP TSG101 blk: qHTS Assay for Iinhibitors of HIV-1 Budding by Blocking the Interaction of PTAP/TSG101; Fluorescence polarization, FITC-PTAP peptide / Tsg101 binding; AID 493005, 2010; Tumor susceptibility gene 101 protein (Homo sapiens), Q99816; 340,000 tested, under 10 active; Potency, µM (highest dose often 115 µM), for inactives: at the top dose activity change, negative = inhibition, most hits filed as inhibitors; active means well fitted inhibition curve with a large enough effect in the main read-out, with a control signal flat, not every such curve was filed as active; inconclusive means small, poorly fitted or top-dose-only effect, or effect the other way, or a change in a side signal; inactive means no such curve, though single readings can be large or run the other way; further: potency means the concentration at half of the fitted maximal effect; % of control where 0% means no effect
#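 Steps: Tsg101 binding domain dispensed (10 uM final), compounds pinned in DMSO, FITC-labeled PTAP-motif peptide added (50 nM final); after 20 min binding at room temperature, polarization measured.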
# Menin MLL FP TR: qHTS Assay for Inhibitors Targeting the Menin-MLL Interaction in MLL Related Leukemias: Competition With Texas Red Labeled MLL-derived Mutant Peptide; Potency, µM (titrated, usually from 61.6 µM), for the others: top-dose FP activity change, negative = inhibition, usual class: inhibitors; AID 1768, 2009; Menin + Texas Red MLL mutant peptide, fluorescence polarization; actives 0.23% (n = 270,000); active means well fitted inhibition curve with a large enough effect in the polarisation, with a control signal flat, not every such curve was filed as active; inconclusive means small, poorly fitted or top-dose-only effect, or effect the other way, or a change in a side signal; inactive means no such curve, though single readings can be large or run the other way; the % refers to the polarisation; further: potency means the concentration at half of the fitted maximal effect; % of control where 0% means no effect; many of its hits are not listed in these tables
# * hit, by the source's call; ? = inconclusive; . = not tested or not shown; [ ] = remark or other dose. Unless noted, the call rests on the fitted dose curve; in most records, active means well fitted curve in the direction sought with a large enough effect; inconclusive means small, poorly fitted or top-dose-only effect, or another doubt; inactive means no such curve, though single readings can be large; an effect the other way counts as inactive or inconclusive.
SMILES,Tb PFK inh,Coupling enz,GALK inhibitor,Giardia killer,BCR signal inh,B2AR arrestin,a7 integrin act,PKM2 activator,ASM inhibitor,PTAP TSG101 blk,Menin MLL FP TR
COc1ccc(S(=O)(=O)N2CCCC2CNC(=O)C(=O)NCCc2ccccc2)cc1 (centres undefined),0%,.,.,7,?,0.5%,-12%,.,2%,-1%,.
CCOc1ccccc1-c1cc(-c2ccccc2)nc2c1c(=O)n(C)c(=O)n2C,-7%,0,2%,-1,5%,0.4%,12%,-1%,7%,-2%,-4%
CCCCCNc1nc2ccccc2nc1NS(=O)(=O)c1cccs1,-1%,6,1%,-12,?,-0.1%,20%,3%,1%,-5%,?
CCOC(=O)c1c(/N=C/C2C(=O)CC(C)(C)CC2=O)sc2c1CCCC2,-18%,1,8%,-4,-1%,-0.2%,8%,-1%,1%,-1%,1%
CC1CCN(S(=O)(=O)c2ccc(C(=O)NCc3ccco3)cc2)CC1,4%,1,0%,8,1%,-0.7%,-5%,0%,-1%,0%,3%
COc1ccc(NC2c3ccccc3C(=O)N2Cc2ccco2)cc1OC (centres undefined),-6%,-8,0%,-6,-14%,-0.4%,35%,8%,4%,-1%,0%
Cc1ccc(N(CC(=O)NCc2cccs2)S(=O)(=O)c2cccs2)cc1,3%,4,1%,8,?,0.1%,20%,-4%,0%,-3%,5%
C=CCN(CC=C)CC(=O)Nc1ccc(S(N)(=O)=O)cc1,-1%,0,-4%,-2,-2%,-0.4%,12%,1%,-2%,-3%,?
O=C(CCCl)N1CCCC2(CCCCC2)C1,3%,1,-2%,-16,-10%,0.3%,-33%,-3%,2%,-1%,.
COc1ccc(/C=N/NC(=O)c2nc(-c3ccccc3)cc(-c3ccccc3)n2)cc1OC,-2%,1,3%,-1,?,-0.5%,14%,2%,-11%,0%,-9%
COCCCNC(=O)C1CCN(C(=O)Nc2ccc(Cl)cc2)CC1,-2%,0,-1%,-10,6%,0.0%,-5%,0%,0%,-7%,0%
COc1ccc(N(CC(=O)N2CCN(c3ccc(Cl)cc3)CC2)S(=O)(=O)c2c(C)noc2C)cc1,2%,-5,2%,-14,7%,0.4%,-11%,.,1%,-3%,9%
Cc1cccc(CN2CCN(Cc3cccc(-n4cccn4)c3)CC2CCO)n1 (centres undefined),0%,-3,-2%,-4,0%,-0.1%,18%,0%,6%,-1%,-12%
Cc1ccc(-c2nc3c(c(=O)c4ccccc4n3C)c(=O)n2-c2ccccc2)cc1,-3%,14,1%,-2,0%,2.3%,-9%,-9%,2%,-4%,9%
CC(=O)c1cccc(NC(=S)NC(=O)C(C)C)c1,1%,-3,-1%,?,4%,-0.8%,-10%,-2%,-3%,-4%,.

# Entries of single compounds as entered above. Screens in order: Tb PFK inh | Coupling enz | GALK inhibitor | Giardia killer | BCR signal inh | B2AR arrestin | a7 integrin act | PKM2 activator | ASM inhibitor | PTAP TSG101 blk | Menin MLL FP TR
# COCCCNC(=O)C1CCN(C(=O)Nc2ccc(Cl)cc2)CC1 is listed with -2% | 0 | -1% | -10 | 6% | 0.0% | -5% | 0% | 0% | -7% | 0%
# COc1ccc(S(=O)(=O)N2CCCC2CNC(=O)C(=O)NCCc2ccccc2)cc1 (centres undefined) is listed with 0% | . | . | 7 | ? | 0.5% | -12% | . | 2% | -1% | .
# COc1ccc(NC2c3ccccc3C(=O)N2Cc2ccco2)cc1OC (centres undefined) is listed with -6% | -8 | 0% | -6 | -14% | -0.4% | 35% | 8% | 4% | -1% | 0%
# COc1ccc(N(CC(=O)N2CCN(c3ccc(Cl)cc3)CC2)S(=O)(=O)c2c(C)noc2C)cc1 is listed with 2% | -5 | 2% | -14 | 7% | 0.4% | -11% | . | 1% | -3% | 9%
# COc1ccc(/C=N/NC(=O)c2nc(-c3ccccc3)cc(-c3ccccc3)n2)cc1OC is listed with -2% | 1 | 3% | -1 | ? | -0.5% | 14% | 2% | -11% | 0% | -9%

# (listing goes on)
SMILES,Tb PFK inh,Coupling enz,GALK inhibitor,Giardia killer,BCR signal inh,B2AR arrestin,a7 integrin act,PKM2 activator,ASM inhibitor,PTAP TSG101 blk,Menin MLL FP TR
CC1=C(C(=O)N2CCCC(C(=O)c3cccc4ccccc34)C2)OCCO1 (centres undefined),-3%,1,-2%,2,?,-0.3%,-21%,7%,-1%,-4%,-8%
COc1ccc(-c2ccc(SCC(=O)NC3CCCCC3)nn2)cc1OC,-5%,5,17%,0,?,0.3%,-75%[inhibitor],-3%,-1%,0%,-15%
FC(F)(F)c1ccc(C2NCCc3sccc32)cc1 (centres undefined),-22%,0,1%,13,3%,-0.2%,15%,-1%,-1%,0%,16%
O=C(COc1ccc(S(=O)(=O)NC2CCCC2)cc1)N1CCCCC1,3%,.,7%,-13,4%,-0.6%,-34%,-1%,-2%,.,.
CCOc1ccc(-n2nnnc2SCC(=O)NNC(=O)c2ccco2)cc1,-7%,4,2%,-14,-6%,-0.8%,13%,-12%,-2%,-1%,4%
Cc1ccc(/C=N/n2cnnc2)s1,3%,0,-1%,-29,?,-0.3%,-12%,-2%,1%,-5%,10%
COCCNC(=S)N(CCCN(C)C)Cc1cc2cc3c(cc2[nH]c1=O)OCCO3,-7%,2,-3%,-10,-17%,-0.2%,-21%,3%,35%,-2%,-16%
COc1ccc(Cl)cc1NC(=O)CN1C(=O)CSC1=O,2%,.,-1%,-13,-10%,-0.5%,-10%,0%,5%,-4%,37%[activator]
CCOc1ccc(/C=N/NC(=O)c2ccccc2C)cc1CN1CC2CC(C1)c1cccc(=O)n1C2 (centres undefined),-1%,.,.,-15,?,-0.1%,.,.,-2%,1%,.
CCCC(C)C(=O)Nc1cc([N+](=O)[O-])ccc1F (centres undefined),0%,-2,0%,-9,-2%,0.8%,-12%,-4%,1%,0%,6%
C=CCNC(=O)/C(C#N)=C\c1cc(Cl)c(O)c(OCC)c1,8%,-5,0%,-4,3%,3.3%,22%,3%,0%,6%,1%
CCN(c1ccccc1)S(=O)(=O)c1cc(C(=O)Nc2ccc(Br)cc2)ccc1F,-1%,0,.,25,?,-0.3%,-54%[inhibitor],-4%,-12%,-2%,?
O=C(c1ccco1)N1CCN(C(=O)c2ccccc2[N+](=O)[O-])CC1,0%,4,-2%,6,-4%,-1.1%,17%,-3%,1%,1%,-1%
Cc1ccc(C)c(Cc2c(C)nc3c(C(=O)NCc4ccc5c(c4)OCO5)cnn3c2C)c1,-2%,2,1%,.,?,-1.0%,.,-2%,.,.,-9%
Cn1ccc(/C=N/N=C2/NC(=O)CS2)n1,-5%,0,4%,-9,-1%,-1.4%,22%,-6%,-2%,-2%,.
Cc1cc(/C=C2/NC(=O)NC2=O)c(C)n1C,0%,-16,-1%,3,-1%,-0.2%,7%,0%,5%,-4%,1%
Cc1c(C(=O)OCC(=O)NCc2ccco2)cccc1[N+](=O)[O-],?,.,.,10,1%,-0.3%,-17%,.,0%,0%,.
Cc1ccc(C(C)NC(=S)NC2CCCCC2)c(C)c1 (centres undefined),0%,-5,-1%,2,0%,-0.5%,-58%[inhibitor],3%,0%,0%,-1%
Cc1ccccc1OC(=O)CCC(=O)OCCCC(F)(F)C(F)(F)F,0%,-7,0%,-2,0%,-0.7%,3%[7.66 µM],-1%,-3%,-3%,-26%
CC(=O)N(C)c1ccc(N=NC2C(=O)N(C(N)=S)N=C2C)cc1 (centres undefined),8%,-4,-8%,17,5%,0.0%,6%,-16%,-3%,0%,-29%
C/C(=N\NC(=O)c1ccc2c(c1)OCCO2)c1ccccc1,-20%,-2,27%,5,.,-0.7%,-4%,-51%,-2%,-2%,.

# Screens: PubChem BioAssay, National Center for Advancing Translational Sciences (NCATS)

# Not all compounds are listed; rates above refer to the full screens.
